# Bioassay records deposited in PubChem by several laboratories.
# aDG glyco up: activators of alpha-DG glycosylation, primary screen, uHTS, Pro5-aDG cells, AlphaScreen; alpha-DG glycosylation AlphaScreen (IIH6); 0% Pro5, 100% B10-LARGE cell signal; activation, % at 10 µM; 0.22% of 360,000 active; AID 624168, 2012;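 active means activation of at least 8% versus controls, or a plate z-score of at least 8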;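 further: Pro5 are CHO cells carrying HIG-tagged alpha-DG that lacks glycosylation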
# Shn3 3UTR inh: reduction of Shn3 3'UTR firefly luciferase signal, primary screen, Schnurri-3 inhibitor project, cell-based, Clone20 osteoblasts, set 2 | 0.52% of 360,000 active | AID 588674, 2011 | Clone20 osteoblast Shn3 3'UTR firefly luciferase, 24 h | inhibition, % at 12.5 µM;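 active means mean inhibition of at least 75% with every replicate also reaching 75%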;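 further: 0% = median of neutral control wells and 100% = pilot-screen positive control compound; some compounds past the cut are filed as inactive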
# CF NFkB inh: inhibitors of PAF-induced NF-kB signaling, primary screen, cell-based, GFP fluorescence, uHTS; inhibition, % at 5 µM; 0.86% of 360,000 active; KKLEB NF-kB-GFP reporter, GFP fluorescence overnight;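 active means at least 50% inhibition at 5 µM, scaled per plate between neutral and stimulator controls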;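 further: PAF is a Pseudomonas aeruginosa culture filtrate used as stimulus; plate controls were PAF-stimulated DMSO wells for no effect and unstimulated DMSO wells for full effect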
# TRPM1 prom inh: inhibitors of MITF-dependent TRPM1 promoter reporter, primary screen, cell-based, SK-MEL-5, single point, luciferase; inhibition, % at 12.5 µM; AID 488899, 2010; SK-MEL-5 TRPM1 promoter luciferase, 24 h; 0.83% of 330,000 active;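 active means mean inhibition across replicates of 60% or more, whatever share of single replicates reaches that level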; further: values of inactives mirror those of a sister screen read the other way
# KKLEB tox: cytotoxicity in KKLEB CF airway cells, primary screen, cytotoxicity control for CF NF-kB inhibitor project, cell-based, uHTS, fluorescence assay plates | AID 602141, 2011 | 0.36% of 360,000 active | KKLEB CF airway cells viability, ATPlite luminescence, overnight; stronger effect = lower value; cells stimulated with P. aeruginosa culture filtrate | activity change (cytotoxicity), % at 5 µM;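 active means corrected activity change at or below -50% at 5 µM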
# NR2E3 ag-1: NR2E3 agonists in two-hybrid cells, primary screen, cell-based, luminescence, CHO-S, Gal4-NCOR/VP16-NR2E3. luciferase. 0.35% of 360,000 active. AID 602229, 2012. Photoreceptor-specific nuclear receptor (Homo sapiens), Q9Y5X4. inhibition of corepressor binding, % at 3.98 µM;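 active means inhibition above the mean of all tested compounds plus 3 SD, cut at about 70% in these data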;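 further: 0% = DMSO with NR2E3 transfected cells and 100% = cells lacking NR2E3 construct; higher means lower luciferase signal from less NR2E3 corepressor binding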
# Target sequence (Q9Y5X4 whole entry, looked up, the tested form may be a part): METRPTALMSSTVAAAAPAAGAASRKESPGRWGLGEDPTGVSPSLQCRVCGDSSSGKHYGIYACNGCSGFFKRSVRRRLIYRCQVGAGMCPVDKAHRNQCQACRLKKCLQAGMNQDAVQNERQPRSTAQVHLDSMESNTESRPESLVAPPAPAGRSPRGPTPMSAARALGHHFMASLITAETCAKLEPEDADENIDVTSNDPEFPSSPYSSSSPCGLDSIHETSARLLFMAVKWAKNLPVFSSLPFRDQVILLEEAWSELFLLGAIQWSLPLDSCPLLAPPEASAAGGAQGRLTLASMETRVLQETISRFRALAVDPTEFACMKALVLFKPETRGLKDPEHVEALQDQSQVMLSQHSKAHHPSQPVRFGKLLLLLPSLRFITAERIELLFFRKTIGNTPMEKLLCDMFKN
# NR2E3 ag-2: inhibitors of NR2E3-RetCOR corepressor binding, primary screen, NR2E3 agonist project, biochemical, TR-FRET, GST-NR2E3, biotin-RetCOR | Photoreceptor-specific nuclear receptor (Homo sapiens), Q9Y5X4 | 1536-well | inhibition of corepressor binding, % at 4.78 µM | 0.12% of 320,000 active | AID 2300, 2010;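 active means percent inhibition above the cutoff of mean plus 3 SD of all tested compounds, set per screening campaign, cut at about 20% in these data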;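 further: 0% = DMSO wells and 100% = biotin wells as full block of FRET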
#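 System: GST-NR2E3 and biotin-RetCOR proteins; probe or stimulus: 7 nM biotin-RetCOR; doses: compound at 4.8 µM, single dose; schedule: Compound–protein incubation for 5 h at 4 °C; detection: time-resolved FRET; read-out: percent inhibition; controls: biotin wells as high control, 0.6% DMSO wells as low control; format: 1536-well plates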
# Peg3 prom inh: Peg3 promoter-driven luciferase inhibitors, primary screen, cell-based, HeLa, luciferase luminescence; HeLa PEG-Prom luciferase reporter, overnight; inhibition, % at 20 µM; 1.7% of 360,000 active; AID 588405, 2011;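 active means inhibition of at least 50% at 20 µM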
# HIF-2a inh: HIF-2a reporter inhibitors, primary screen, luminescence, 786-0 RCC cells; 786-0 RCC cells HIF-2a reporter, luciferase luminescence, overnight; inhibition, % at 18.8 µM; 0.72% of 360,000 active; AID 624352, 2012;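 active means inhibition of the luminescence signal of 40% or more relative to plate controls, in a single-dose primary screen at 18.75 µM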
# TWEAK-Fn14 inh: inhibitors of TWEAK-Fn14 signaling, primary screen, luciferase reporter cells, uHTS | TWEAK-stimulated Fn14 reporter cells, luciferase luminescence, 8 h | inhibition, % at 10 µM | 2% of 360,000 active | AID 1159606, 2016; in the data active means inhibition above about 50%
# iPSC survival up: enhancers of single-cell hiPSC survival, primary screen, ATPlite luminescence; 100% = ROCK inhibitor wells, 0% = DMSO; survival enhancement, % at 20 µM; 0.044% of 360,000 active; AID 602274, 2012; in the data active means survival enhancement above about 18%;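 further: cells exposed to compounds for 16 hours before the ATP read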
# Starred values were filed as active, the others as inactive; . = not tested or not shown.
SMILES,aDG glyco up,Shn3 3UTR inh,CF NFkB inh,TRPM1 prom inh,KKLEB tox,NR2E3 ag-1,NR2E3 ag-2,Peg3 prom inh,HIF-2a inh,TWEAK-Fn14 inh,iPSC survival up
CC(Oc1ccccc1)C(=O)Nc1nnc(C2CCCCC2)s1 (stereo not drawn),-0.2,-28,8,-19,6,-54,-2,-152,-148,-39,2.6
O=S(=O)(c1ccc(-c2ccon2)s1)N1CCCC1,-0.1,8,0,9,-26,3,-3,9,7,-27,-0.2
COc1cccc(NC(=O)N2CCCC2C(=O)NC23CC4CC(CC(C4)C2)C3)c1 (stereo not drawn),0.0,5,-4,-6,9,-58,2,14,21,-2,-0.4
O=C(Nc1ccc(F)cc1)c1nc[nH]c1C(=O)Nc1ccc([N+](=O)[O-])cc1,0.0,10,22,1,-29,-5,0,4,14,2,-2.4
O=C(c1ccc(S(=O)(=O)N2CCCCCC2)cc1)N1CCN(c2ccccc2F)CC1,0.3,-1,4,0,-17,-16,-1,-4,11,-15,-0.4
O=C(Nc1ccc(Cl)cc1)C1C2CCCCC21 (stereo not drawn),-0.1,-45,-2,-88,8,-110,5,-302,-277,-12,0.1
CCCN1CCN(CCCNC(=O)c2cc3c(=O)[nH]c4ccc(C)cc4c3s2)CC1,0.0,-11,-1,-11,-10,-23,3,-7,-6,-11,-0.6
CCOC(=O)[C@@H]1[C@H]2COc3ccccc3[C@H]2N2C(=O)N(c3cccc(C)c3)C(=O)[C@]12C,0.0,-26,0,2,17,10,.,-6,13,-4,-1.3
COC(=O)C1CCCN1C(=O)c1cccs1 (stereo not drawn),-0.1,-1,0,2,10,19,-1,-1,0,-1,-3.2
COc1ccc(-c2cc(C(=O)NN3CCOCC3)c3ccccc3n2)cc1OC,-0.4,20,-4,7,-5,-27,.,-7,9,-28,0.0
CC(/C=N/Nc1nncc(=O)[nH]1)=C\c1ccccc1,0.1,-9,10,-16,4,-3,-2,-12,-22,-6,1.5
CCOc1ccc(NC(=O)CN(C)C(=O)c2ccccc2SCc2c(C)noc2C)cc1OCC,-0.1,11,-17,16,9,9,-6,-2,5,-9,-0.5
Cc1cccc(-n2ncc3c(NNC(=O)c4ccco4)ncnc32)c1,2.2,-9,-1,-3,5,-40,2,-17,-43,-7,-0.5
O=c1[nH]cnc2c1ncn2Cc1ccc([N+](=O)[O-])cc1,0.1,-1,-7,9,-1,2,-2,6,10,17,0.9
Cc1ccc(C)c(SCC(=O)N(C)C2CCS(=O)(=O)C2)c1 (stereo not drawn),-0.1,0,3,8,-5,-2,.,7,7,-1,0.2

# Results in HIF-2a inh and CF NFkB inh (3 entries from above):
SMILES,HIF-2a inh,CF NFkB inh
O=c1[nH]cnc2c1ncn2Cc1ccc([N+](=O)[O-])cc1,10,-7
CCOc1ccc(NC(=O)CN(C)C(=O)c2ccccc2SCc2c(C)noc2C)cc1OCC,5,-17
O=C(Nc1ccc(Cl)cc1)C1C2CCCCC21 (stereo not drawn),-277,-2

# Further entries:
SMILES,aDG glyco up,Shn3 3UTR inh,CF NFkB inh,TRPM1 prom inh,KKLEB tox,NR2E3 ag-1,NR2E3 ag-2,Peg3 prom inh,HIF-2a inh,TWEAK-Fn14 inh,iPSC survival up
O=c1oc2ccccc2c(Nc2cccc(O)c2)c1[N+](=O)[O-],-0.2,-7,4,19,0,19,6,13,13,-9,1.0
Cc1cc2oc(=O)cc(CN3CCCCC3C)c2cc1Cl (stereo not drawn),0.1,-3,6,.,-8,-1,-1,0,11,-13,1.3
O=C(Nc1ccc(Nc2ccccc2)cc1)c1ccc(F)cc1,0.2,-13,-24,-39,2,-37,-2,-135,-236,-6,0.5
CC1CCCC(C)N1C(=O)COc1cccc(Oc2ccccc2)c1 (stereo not drawn),0.5,31,8,-14,-7,-20,.,-39,-46,10,2.8
COc1cccc(NC(=S)NCCN2CCOCC2)c1,-0.2,15,9,12,-21,-15,0,1,-4,3,-0.2
O=C1NCC2=C1C(c1ccc(Br)cc1)Nc1ccccc1N2 (stereo not drawn),0.0,-42,-18,-17,14,-72,0,-132,-205,-18,1.2
CCOC(=O)N1CCN(S(=O)(=O)N2CCCC(C(=O)NCc3ccc(F)cc3)C2)CC1 (stereo not drawn),0.3,-10,11,-5,-3,-50,-3,-12,12,-8,-0.2
Cc1ccc(S(=O)(=O)NCC(=O)N(CC(=O)NC2CCCC2)CC2CCCO2)cc1 (stereo not drawn),0.1,2,2,-4,-1,9,-3,-4,7,0,0.5
COc1ccc(NC(=O)COC(=O)CCCOc2ccc(Cl)cc2Cl)cc1Cl,0.0,2,6,-6,-8,-18,5,-61,-21,-24,-2.5
CCC(C)(CN(C)C)OC(=O)c1ccccc1 (stereo not drawn),-0.1,9,-1,-6,10,-12,3,-6,-15,3,1.4
COc1ccc(-c2nnc(CSc3nc4ccccc4c(=O)n3CC3CCCO3)o2)cc1OC (stereo not drawn),-0.1,-2,12,0,-19,-22,-1,-14,10,4,-0.6
CCCN(CCC)S(=O)(=O)c1ccc(C(=O)Nc2cc3oc4ccccc4c3cc2OC)cc1,0.1,6,0,-7,6,-10,-6,6,12,14,1.4
Nc1nc(-c2ccccc2)c(N=Nc2cccc3ccccc23)s1,-1.0,-24,24,23,8,-22,-1,2,-32,14,1.3
C[C@H](NC(=O)[C@@H]1Cc2ccccc2CN1C(=O)OC(C)(C)C)C(=O)NCc1ccco1,0.2,-12,-27,9,14,-1,0,5,-5,4,-0.3
CC(C)(C)Cc1c(-c2cccc(Br)c2)nc2ccc(Cl)cn12,0.5,-24,10,.,-18,-26,.,-17,-40,-12,-0.2
COCC(C)OC(=O)C(C#N)c1nc2ccccc2nc1N1CCN(Cc2ccccc2)CC1 (stereo not drawn),-0.7,11,2,10,-4,-3,1,35,18,14,-3.2
Cn1c(CS(=O)Cc2c(Cl)cccc2Cl)nnc1SCc1ccc(Cl)cc1 (stereo not drawn),0.2,-1,-12,-2,8,-10,-1,22,0,-14,0.9
COCCN(Cc1cc2cc3c(cc2nc1Cl)OCO3)C(C)=O,-0.1,8,26,0,-4,-17,0,11,18,-3,-3.3
Cn1c(=O)c2c(nc(SCCN3CCOCC3)n2Cc2ccccc2Cl)n(C)c1=O,0.1,3,11,.,-11,-10,-4,1,10,11,-1.5
COc1ccc(CC2(CO)CCN(Cc3ccc4c(c3)CCO4)CC2)cc1,0.6,20,10,-11,-9,9,1,-7,11,10,-1.7
CCCOc1c(Br)cc(C2C3=C(CCCC3=O)N(CC)C3=C2C(=O)CCC3)cc1OC,-0.3,0,5,1,2,4,2,20,22,-4,-1.2
COc1ccc(C(=O)Cn2cc[n+](C)c2)cc1,0.0,8,-26,1,14,1,2,12,15,6,0.2
CC(C)c1ccc(NC(=O)C2C3C=CC4(CN(Cc5cccnc5)C(=O)C24)O3)cc1 (stereo not drawn),-0.1,-12,-6,-7,8,-10,3,-10,0,-3,-2.9
COc1ccc(CC(=O)Nc2c3c(nn2-c2cccc(C)c2C)CS(=O)C3)cc1OC (stereo not drawn),-0.1,-26,7,-7,-6,-16,0,22,19,6,-4.6
Oc1c(Cl)cc(Cl)cc1/C=N/c1ncn[nH]1,0.1,-8,8,3,17,-22,-3,11,-5,8,0.2
COc1ccc(-c2nnc3ccc(SCC(=O)NCc4ccco4)nn23)cc1,-0.2,11,-9,2,3,1,1,6,19,2,-2.6
O=C(c1c(F)cccc1F)N1CCN(c2cccc(C(F)(F)F)c2)CC1,0.1,4,10,1,-15,8,0,-1,15,8,0.7
O=C(c1cccnc1)C1CCCN(Cc2nc(Cc3ccccc3F)no2)C1 (stereo not drawn),0.2,7,8,9,-15,-1,1,16,14,6,-1.1
NC(=O)N/N=C/c1cccc(C(F)(F)F)c1,0.0,.,5,7,6,-20,2,37,12,-5,0.0
Cc1cc(C)nc(NC(=O)c2ccc(C)c(C)c2)n1,0.0,0,11,-9,0,-18,-1,-15,-19,-10,0.5
CSCCC(NC=O)C(=O)NC(C)C(=O)O (stereo not drawn),-0.2,-9,11,-5,7,-15,.,-5,-2,-4,-0.3
COc1ccc(C(=O)Nc2c(N)nc[nH]c2=O)cc1,-0.2,9,7,3,-4,-8,0,2,12,-4,0.6
O=C(Nc1ccccn1)c1ccc(=O)[nH]n1,-0.1,-1,6,-20,2,6,0,-5,-16,-17,0.7
O=C(Nc1ncccn1)C1=C(O)c2ccccc2S(=O)(=O)N1Cc1ccccc1,-0.2,4,-10,1,0,-7,2,26,10,2,1.4
CC1=NN(Cc2ccccc2)C(=O)C1C(c1ccc(Cl)cc1)C(C#N)C#N (stereo not drawn),0.1,9,12,25,-3,7,-4,11,19,31,3.8
Cc1ccccc1CNC(=O)CN(c1ccccc1Cl)S(C)(=O)=O,-0.1,4,9,-4,-1,5,-4,16,16,13,-0.1
CCC(=O)N1c2ccc(S(=O)(=O)N3CCN(C)CC3)cc2CC1C (stereo not drawn),-0.2,-4,-32,6,13,2,4,-8,1,-1,1.1
CCC(C)[C@H](NC(=O)N1CC(=O)Nc2ccccc21)C(=O)N1CCC(C(=O)O)CC1 (stereo partly drawn),0.0,-1,3,8,-4,-37,3,2,10,8,-0.4
Cn1cc(CCC(=O)N2CCCC(CCC(=O)NCc3ccc(F)c(F)c3)C2)cn1 (stereo not drawn),-0.2,-19,-2,-16,3,12,1,-49,-69,-16,1.2
CN(C)C(=O)CSc1nnc(-c2ccc(F)cc2)c2ccccc12,1.2,-10,6,3,6,-19,-1,1,22,8,0.6
Cc1cc(C2(c3ccc(O)c(C)c3)C(=O)Nc3ccccc32)ccc1O,0.6,32,0,35,4,-11,0,80*,45*,9,-3.4
Cc1ccc(CNC(=O)CS(=O)(=O)c2ccccc2)cc1,-0.2,-15,0,-9,2,5,7,-12,-34,-1,1.6
O=C(CSc1nnc(CNC(=O)c2ccco2)o1)Nc1ccc(F)cc1F,-0.1,14,-8,-10,-5,0,-2,-17,15,-7,-0.6
CSCC(CO)NS(=O)(=O)c1ccc(C)cc1 (stereo not drawn),0.1,-7,16,-1,-5,-14,1,11,16,23,-0.7
